# From PubChem
# STK33 inh: inhibitors of purified STK33 kinase, primary screen, biochemical, ADP-Glo luminescence, homogeneous, cell-free; Serine/threonine-protein kinase 33 (Homo sapiens), Q9BYT3; MBP phosphorylation; inhibition, % at 10 µM; 320,000 tested, 0.073% active; AID 2661, 2010;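 active = inhibition at or above 25%, using the most active replicate where run in duplicate; inactive = inhibition below 25%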
# Target sequence (Q9BYT3 whole entry, looked up): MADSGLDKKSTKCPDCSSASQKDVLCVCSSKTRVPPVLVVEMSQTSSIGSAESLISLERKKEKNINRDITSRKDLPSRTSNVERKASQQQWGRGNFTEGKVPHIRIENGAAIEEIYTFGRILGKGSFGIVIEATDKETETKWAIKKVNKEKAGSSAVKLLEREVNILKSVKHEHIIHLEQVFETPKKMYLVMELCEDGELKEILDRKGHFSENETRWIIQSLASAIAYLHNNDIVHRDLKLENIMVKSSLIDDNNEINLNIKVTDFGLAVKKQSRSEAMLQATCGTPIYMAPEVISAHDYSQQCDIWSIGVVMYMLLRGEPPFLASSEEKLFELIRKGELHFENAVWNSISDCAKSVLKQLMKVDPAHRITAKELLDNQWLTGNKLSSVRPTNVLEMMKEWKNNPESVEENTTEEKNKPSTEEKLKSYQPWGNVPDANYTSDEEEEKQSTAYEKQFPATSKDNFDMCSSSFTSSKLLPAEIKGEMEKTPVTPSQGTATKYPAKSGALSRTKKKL
# KCNQ2 block: KCNQ2 potassium channel inhibitors, primary screen, cell-based, CHO-K1, FluxOR thallium flux, B-score (AID 2156); Potassium voltage-gated channel subfamily KQT member 2 (Rattus norvegicus), O88943; 310,000 tested, 1.1% active; B-score at 10 µM; 20 min; active compounds read low;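 active = fluorescence ratio B-score at most minus 3 library SDs, with starting brightness B-score within 2 library SDs, cut at about -5.5 in these data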
# OX1R antag: antagonists of human orexin 1 receptor (OX1R). 330,000 tested, 1.8% active. AID 485270, 2010. Orexin/Hypocretin receptor type 1 (Homo sapiens), O43613. OX1R-expressing cells, FRET antagonist read-out. inhibition, % at 6.6 µM; in the data active = inhibition mostly above about 38%, no sharp cut-off; inactive = mostly below about 40%;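 note: 0% = agonist challenge alone and 100% = reference antagonist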
# Target sequence (O43613 whole entry, looked up): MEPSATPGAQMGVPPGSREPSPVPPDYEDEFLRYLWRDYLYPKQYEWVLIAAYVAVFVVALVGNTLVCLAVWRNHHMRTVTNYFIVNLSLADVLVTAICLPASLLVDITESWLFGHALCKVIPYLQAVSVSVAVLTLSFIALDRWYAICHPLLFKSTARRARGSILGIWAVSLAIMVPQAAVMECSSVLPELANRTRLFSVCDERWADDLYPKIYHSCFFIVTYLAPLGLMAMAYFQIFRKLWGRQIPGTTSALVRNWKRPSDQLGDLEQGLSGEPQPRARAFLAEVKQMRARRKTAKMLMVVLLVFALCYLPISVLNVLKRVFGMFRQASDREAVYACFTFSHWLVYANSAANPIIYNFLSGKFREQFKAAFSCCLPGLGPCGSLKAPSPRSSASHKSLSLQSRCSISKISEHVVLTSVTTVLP
# An asterisk follows results filed as active; i = inactive; . = not tested or not shown.
STK33 inh	KCNQ2 block	OX1R antag	molecule
-3.6	i	10	COc1ccc(C(=O)c2c(C)c(CCC#N)n3ccccc23)c(OC)c1
-1.0	i	6	S=C(NCC1CCCO1)Nc1ccc(Cl)cc1 (stereo not drawn)
-0.5	i	2	CCCCCCCCC(=O)N/N=C(\C)c1ccco1
2.3	i	2	O=C1/C(=C\c2cccc(O)c2O)SC(=S)N1Cc1ccccc1
-1.5	i	26	COc1cc(OC)cc(C(C(=O)NCc2ccccc2)N(Cc2ccco2)C(=O)c2ccno2)c1 (stereo not drawn)
-1.0	.	-2	COc1cc(NC(=O)C(C)N2CCN(C(=O)C3CC3)CC2)cc(OC)c1 (stereo not drawn)
-0.9	i	15	N#CCC1c2ccccc2CCN1C(=O)Nc1ccc(Cl)cc1 (stereo not drawn)
-1.5	i	-5	COc1ccccc1CNC(=O)C1=C(C)C(=O)OC12CCC(C)CC2 (stereo not drawn)
0.7	i	22	Cc1ccc(Cl)cc1NC(=O)CCCN1C(=O)c2cccnc2C1=O
-0.1	.	57*	CCOCCCn1c(=N)c(C(=O)NCCN2CCOCC2)cc2c(=O)n3cccc(C)c3nc21
-0.5	i	10	O=C(CN1C(=O)C2C3C=CC(C3)C2C1=O)NCc1ccco1 (stereo not drawn)
-2.6	i	19	Cc1cccn2c(=O)c(/C=C(\C#N)C(=O)NCc3ccccc3)c(N3CCC(C(N)=O)CC3)nc12
-1.0	i	13	O=C1c2ccccc2NC(c2ccc(-c3cccc([N+](=O)[O-])c3)o2)N1O (stereo not drawn)
0.3	i	7	COc1ccccc1C1C(C(=O)c2cc3ccccc3o2)=C(O)C(=O)N1CCN1CCOCC1 (stereo not drawn)
-1.4	i	9	O=C(Nc1ccc(F)cc1F)c1cccn1-c1ncc(C(F)(F)F)cc1Cl
-0.4	i	-2	CSCC[C@H](NC(=O)C1CCN(S(=O)(=O)c2ccc(C)cc2)CC1)C(=O)NC1CCS(=O)(=O)C1 (stereo partly drawn)
-0.9	i	33	O=C(Nc1nnc(SCc2ccc(F)cc2)s1)c1cccnc1Cl
-0.6	i	3	Cc1cc(C)n2cc(CSc3nnnn3-c3ccccc3)nc2n1
-1.2	i	19	O=C(CNC(=S)N(Cc1ccc(F)cc1)C1CCCCC1)NCC1CCCO1 (stereo not drawn)
0.0	i	24	N#Cc1ccc(/C=N/NC(=O)c2ccccc2F)cc1
-1.4	i	9	O=C(CSc1ccccc1)N1CCN(c2ccccn2)CC1
-1.8	i	.	COc1ccc2c(c1)CC(C(=O)Nc1ccc(Cl)cc1)/C(=N/O)O2 (stereo not drawn)
0.0	i	4	CCOc1ccccc1N1CCN(CC(=O)Nc2nc(C)c(C(=O)N(C)C)s2)CC1
0.7	i	11	COc1ccc(Cn2c(=O)[nH]c3cc(C(=O)NC4CCN(Cc5ccccc5)CC4)ccc32)cc1
2.8	i	16	CC1CCc2nn(CC(=O)NCCCN3CCCC3=O)cc2C1 (stereo not drawn)
-0.3	i	8	Cc1ccc(S(=O)(=O)N(Cc2n[nH]c(=S)n2-c2ccccc2)c2ccccc2)cc1
-0.3	i	.	CCc1nc2cccnc2n1-c1ccc(C(=O)O)cc1
0.8	i	-4	Cc1nc(SCC(=O)Nc2cccc(C(=O)O)c2)n[nH]1
0.5	i	11	Cc1cc(C)nc(N/N=C/c2ccccc2)n1
0.8	i	17	Cc1cc(N/N=C\c2ccc(Br)cc2)nc(-n2nc(C)cc2C)n1
-2.6	i	1	O=C(C1=C[C@H](c2csc3ccccc23)C[C@H](OCc2ccc(CO)cc2)O1)N1CCOCC1
-0.4	i	12	Cc1c(Br)cc(C(=O)O)c(C)c1C
0.6	i	22	CCn1c(SCC(=O)c2cccs2)nnc1-c1cccs1
-1.1	i	12	N#Cc1c2n(c(=S)n(-c3ccccn3)c1=O)CCCCC2
-2.1	i	4	Clc1ncccc1OCc1ccccc1
-0.4	i	-2	COC(=O)c1cc(-c2cccc([N+](=O)[O-])c2)c2c(=O)[nH]c(=O)n(C)c2n1
-0.2	i	7	C(=N\n1cnnc1)/c1ccc(OCc2cccc3ccccc23)cc1
-0.7	i	21	Cc1cc(-c2cccs2)c2c(n1)sc1c(=O)[nH]c(=O)[nH]c12
-0.8	i	17	COc1ccccc1OCCC(=O)OCC(=O)Nc1cc(S(=O)(=O)N2CCOCC2)ccc1Cl
-0.6	i	6	CCc1ccc(NC(=O)c2cc(S(=O)(=O)N3CCc4ccccc43)cn2C)cc1
.	i	23	CCCCCCCCOC(=O)C1=C(C)Nc2nnnn2C1c1cccs1 (stereo not drawn)
0.2	i	35	O=[N+]([O-])c1ccc(N2CCN(Cc3ccccc3)CC2)nc1
0.2	.	15	COCC(C)n1c(SCC(=O)NC(=O)Cc2ccccc2)nc2ccccc2c1=O (stereo not drawn)
-0.8	i	41	NS(=O)(=O)c1ccc(NC(=S)Nc2ccc(OCc3ccccc3)cc2)cc1
1.0	i	12	COCCCNc1nc2nonc2nc1NCCSC
3.7	.	54*	COc1ccccc1C(=O)Nc1ccc2c(c1)nc1n2CCSC1
-1.3	i	8	Cc1ccc(NC(=O)NC2CCCCC2)c(C)c1
-1.9	i	16	O=C1c2ccccc2S(=O)(=O)N1Cc1cccc(S(=O)(=O)N2CCOCC2)c1
0.1	i	9	COc1ccccc1NC(=O)CC1C(=O)Nc2ccccc2N1C(=O)c1ccccc1 (stereo not drawn)
2.9	i	11	O=C(CNc1cc(S(=O)(=O)N2CCOCC2)ccc1NCC1CCCO1)Nc1ccc(F)c(F)c1 (stereo not drawn)
1.2	i	14	COc1ccc(S(=O)(=O)N2CCN(CC(=O)c3ccc(O)c(O)c3)CC2)cc1
1.1	i	2	Cc1cc(NC(=O)CSc2nnc(C)n2-c2ccccc2C)no1
-0.9	i	21	COc1ccc(Cl)cc1NC(=O)CCNC(=O)Cn1ccc2ccccc2c1=O
-1.1	i	16	CCOc1ccccc1-c1nc(CN(Cc2cnn(C)c2)C(C)C)c(C)o1
-0.6	i	16	CN(CC(=O)Nc1c(F)cccc1F)Cc1cccs1
-0.9	i	12	CN1CCN(C(=O)C2CC(=O)N(c3ccc(F)c(Cl)c3)C2)CC1 (stereo not drawn)
-0.5	i	25	CC(=O)c1c(C)[nH]c(C(=O)COC(=O)c2ccc3c(=O)n4c(nc3c2)CCC4)c1C
-1.0	.	-5	CCc1ccc(C(=O)NNC(=O)[C@H](C)NC(=O)c2ccco2)cc1
0.1	i	23	Cc1ccc(NS(=O)(=O)c2cccc3nsnc23)cc1
-0.8	i	2	COc1ccc(CCNS(=O)(=O)c2c(N)n(C)c(=O)n(C)c2=O)cc1OC

# 20 successive entries from above:
STK33 inh	KCNQ2 block	OX1R antag	molecule
2.3	i	2	O=C1/C(=C\c2cccc(O)c2O)SC(=S)N1Cc1ccccc1
-1.5	i	26	COc1cc(OC)cc(C(C(=O)NCc2ccccc2)N(Cc2ccco2)C(=O)c2ccno2)c1 (stereo not drawn)
-1.0	.	-2	COc1cc(NC(=O)C(C)N2CCN(C(=O)C3CC3)CC2)cc(OC)c1 (stereo not drawn)
-0.9	i	15	N#CCC1c2ccccc2CCN1C(=O)Nc1ccc(Cl)cc1 (stereo not drawn)
-1.5	i	-5	COc1ccccc1CNC(=O)C1=C(C)C(=O)OC12CCC(C)CC2 (stereo not drawn)
0.7	i	22	Cc1ccc(Cl)cc1NC(=O)CCCN1C(=O)c2cccnc2C1=O
-0.1	.	57*	CCOCCCn1c(=N)c(C(=O)NCCN2CCOCC2)cc2c(=O)n3cccc(C)c3nc21
-0.5	i	10	O=C(CN1C(=O)C2C3C=CC(C3)C2C1=O)NCc1ccco1 (stereo not drawn)
-2.6	i	19	Cc1cccn2c(=O)c(/C=C(\C#N)C(=O)NCc3ccccc3)c(N3CCC(C(N)=O)CC3)nc12
-1.0	i	13	O=C1c2ccccc2NC(c2ccc(-c3cccc([N+](=O)[O-])c3)o2)N1O (stereo not drawn)
0.3	i	7	COc1ccccc1C1C(C(=O)c2cc3ccccc3o2)=C(O)C(=O)N1CCN1CCOCC1 (stereo not drawn)
-1.4	i	9	O=C(Nc1ccc(F)cc1F)c1cccn1-c1ncc(C(F)(F)F)cc1Cl
-0.4	i	-2	CSCC[C@H](NC(=O)C1CCN(S(=O)(=O)c2ccc(C)cc2)CC1)C(=O)NC1CCS(=O)(=O)C1 (stereo partly drawn)
-0.9	i	33	O=C(Nc1nnc(SCc2ccc(F)cc2)s1)c1cccnc1Cl
-0.6	i	3	Cc1cc(C)n2cc(CSc3nnnn3-c3ccccc3)nc2n1
-1.2	i	19	O=C(CNC(=S)N(Cc1ccc(F)cc1)C1CCCCC1)NCC1CCCO1 (stereo not drawn)
0.0	i	24	N#Cc1ccc(/C=N/NC(=O)c2ccccc2F)cc1
-1.4	i	9	O=C(CSc1ccccc1)N1CCN(c2ccccn2)CC1
-1.8	i	.	COc1ccc2c(c1)CC(C(=O)Nc1ccc(Cl)cc1)/C(=N/O)O2 (stereo not drawn)
0.0	i	4	CCOc1ccccc1N1CCN(CC(=O)Nc2nc(C)c(C(=O)N(C)C)s2)CC1

# Later entries:
STK33 inh	KCNQ2 block	OX1R antag	molecule
-0.1	.	3	CC1(C)C(=O)Nc2ccccc2N1C(=O)COC(=O)c1cccnc1Cl
-0.1	i	4	CCNc1cc(S(=O)(=O)C(F)(F)F)ccc1N
-1.3	i	7	Cc1ccc(CSc2nccc(-c3c(C)nc4ccccn34)n2)cc1
.	i	15	O=c1[nH]c(C2CCN(S(=O)(=O)c3ccccc3F)CC2)nc2c1nnn2Cc1ccc(OC(F)(F)F)cc1
0.6	i	40	COc1cc(NC(=O)c2cc([N+](=O)[O-])ccc2Br)ccc1NC(=O)c1ccco1
1.0	i	7	COc1ccc(C2c3c(oc4ccccc4c3=O)C(=O)N2CCCN2CCOCC2)cc1 (stereo not drawn)
1.3	-5.7*	27	CC1(C)C=Cc2c(ccc3c2OC[C@@H](c2ccc(O)cc2O)C3)O1
1.0	i	6	CCc1ccc(NC(=O)Cn2nnc(C(=O)NCCc3ccc(OC)c(OC)c3)c2N)cc1
-4.1	i	11	CC(NC(=O)CCNC(=O)c1ccccc1Cl)c1ccc(-n2ccnc2)cc1 (stereo not drawn)
-1.0	i	6	COc1ccc(S(=O)(=O)NC(C)C(=O)NCc2ccco2)cc1OC (stereo not drawn)
-0.2	i	24	O=C(NCC1CCCO1)c1ccccc1OCc1ccc(F)cc1 (stereo not drawn)
-1.2	.	4	Cc1cccc(C2=NOC(=O)/C2=C\c2ccccc2F)c1
-0.8	.	-1	COc1cc(C(=O)NNC(=O)CN2C(=O)NC3(CCCC3)C2=O)cc(OC)c1OC
-0.9	i	17	CN(CCC#N)C(=O)c1ccc(CNS(=O)(=O)c2ccc(F)cc2)cc1
-1.4	i	15	Cn1c(N)c(C(=O)COC(=O)CCc2ccccc2)c(=O)n(C)c1=O
1.0	i	19	CC(C)(C)OC(=O)N1CCC(C(=O)NNC(=O)c2ccc(Cl)cc2Cl)CC1
2.4	i	14	C/C(=N\NC(=O)c1nc2ccccn2c1C)c1cc2ccccc2o1
-0.3	i	24	Cc1ccc(NC(=O)COC(=O)C2CC(=O)N(Cc3ccccc3)C2)cc1S(=O)(=O)N(C)C (stereo not drawn)
-0.9	i	9	O=C1C=CC(=O)N1Cc1ccccc1
-3.8	i	-8	CS(=O)(=O)N(CCc1ccccc1)CC(=O)NCC1CCCO1 (stereo not drawn)
-0.5	i	16	O=C(CCC(=O)N1CCN(c2cccc(Cl)c2)CC1)c1cccs1
-0.5	i	6	COc1cc(C(=O)NCC(=O)OCC(=O)Nc2nnc(-c3ccccc3)o2)cc(OC)c1OC
-0.5	i	16	O=C(c1ccc(NS(=O)(=O)c2ccc(F)cc2)cc1)N1CCC1
-1.6	i	7	CSCCCNC(=O)c1ccc(OC2CCN(C(=O)c3cccnc3)CC2)cc1
-1.2	i	25	Cc1ccc(OCCCCN2CCC(C)CC2)c(Br)c1
-0.3	i	15	Cn1ccnc1SCC(=O)NC1CCCC1
-1.1	i	14	Cc1ccc(SCCC(=O)OC(C)C(=O)Nc2ccccc2)cc1 (stereo not drawn)
0.6	i	13	O=C(O)c1ccc2c(c1)C(=O)N(c1ccc(Cl)cn1)C2=O
0.3	i	5	COc1cc(C)nc(Oc2ccc(/C=N/O)cc2)n1
-1.9	i	16	CCSC1(SCC)N=C(N)C2(C#N)C(c3ccc(OC)c(OC)c3OC)C12C#N (stereo not drawn)
-0.8	i	30	COC(=O)c1[nH]c2ccc(F)cc2c1NS(=O)(=O)c1ccc(F)c(C)c1
0.2	i	28	COc1cc(CC(=O)OCC(=O)Nc2cc([N+](=O)[O-])ccc2F)cc(OC)c1OC
1.2	i	7	Cc1ccc2c(C)c(C(=O)N3CCCCC3CO)oc2c1C (stereo not drawn)
0.2	i	26	CC(C)C(=O)NNS(=O)(=O)c1ccccc1[N+](=O)[O-]
-3.5	i	1	CCN(CC)C(=O)Cn1cc(S(=O)(=O)CC(=O)NCCc2ccccc2)c2ccccc21
-1.1	i	33	CCOc1ccccc1/C=N/NC(=O)c1cccc(S(=O)(=O)N(CC)CC)c1
0.3	i	12	CN(C)/C=N/C(=S)Nc1ccc(Br)cc1F
0.7	i	26	O=C(NCC1CCCO1)c1ccc2c(c1)C(=O)N(c1cccc([N+](=O)[O-])c1)C2=O (stereo not drawn)
-0.5	i	0	CCOc1ccccc1NC(=O)C1CCN(S(=O)(=O)c2ccc(OC)c(OC)c2)CC1
-0.4	i	20	Cc1cc(C(=O)COc2ccccc2C#N)c(C)n1C1CC1
-2.0	i	18	COc1cc(/C=N/N=C(/C(=O)c2ccccc2)c2ccccc2)cc(OC)c1O
-1.3	i	.	COc1ccccc1CN(C)C(=O)CNC(=O)c1cccc(Cl)c1
0.2	.	5	O=C(CN1C(=O)NC2(CCCC2)C1=O)NNC(=O)c1ccc(Cl)cc1
-1.3	i	22	Cc1cc2ccccn2c1C(=O)Nc1ccc(Cl)cc1
